Source: PubChem BioAssay
ASM inhibitor – Inhibitors of Secretory Acid Sphingomyelinase (S-ASM): qHTS | 0.006% of 340,000 active | placental ASM, HMU-PC fluorogenic substrate, 60 min | Potency, µM (doses to about 57.5 µM), inactives show at the highest dose activity change, negative = inhibition, usual class: inhibitors | Sphingomyelin phosphodiesterase (Homo sapiens), P17405; also: potency is read from the fitted curve at half-maximal effect
Target sequence (P17405 47-631 limits assumed): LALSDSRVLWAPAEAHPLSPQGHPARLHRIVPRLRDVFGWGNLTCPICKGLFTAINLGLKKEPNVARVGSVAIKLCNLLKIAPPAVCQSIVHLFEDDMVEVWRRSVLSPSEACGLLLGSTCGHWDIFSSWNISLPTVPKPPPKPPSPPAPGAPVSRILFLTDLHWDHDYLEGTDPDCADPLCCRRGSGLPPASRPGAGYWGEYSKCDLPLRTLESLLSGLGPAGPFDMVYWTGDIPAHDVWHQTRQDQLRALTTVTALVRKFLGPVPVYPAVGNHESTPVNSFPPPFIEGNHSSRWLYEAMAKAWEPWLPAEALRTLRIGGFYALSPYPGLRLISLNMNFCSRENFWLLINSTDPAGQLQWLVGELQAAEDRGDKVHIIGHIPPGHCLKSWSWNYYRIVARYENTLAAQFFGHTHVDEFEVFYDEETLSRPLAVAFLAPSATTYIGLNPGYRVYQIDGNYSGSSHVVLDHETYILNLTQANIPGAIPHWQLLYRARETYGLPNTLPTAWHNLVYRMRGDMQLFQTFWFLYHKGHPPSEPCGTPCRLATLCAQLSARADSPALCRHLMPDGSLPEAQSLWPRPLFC
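qHTS format. ASM enzyme prepared from human placenta hydrolyses the fluorogenic substrate HMU-PC0 (9 uM final) over 60 min at 37 °C after a 10 min compound preincubation.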
BRCA1 expr up – qHTS Assay to Identify Small Molecule Activators of BRCA1 Expression | 1.1% of 380,000 active | Potency, µM (doses to about 46.1 µM), for the others: at the highest dose activation, usual class: activators | MCF7-BRCA1-FFLuc reporter, luminescence, 48 h; response scale: scaled: vehicle 0%, 10 µM genistein 100%; also: potency is read from the fitted curve at half-maximal effect; nearly all actives have a fitted effect of over 80% in size; some results filed as inactive show a strong effect at the top dose
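Cells: MCF7-BRCA1-FFLuc, 2000/well. Exposure: 48 h, 37 °C, 5% CO2. Read: luminescence, 15 min post-substrate. Controls: genistein 10 microM (maximal activation), DMSO (neutral).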
Eya2 phos inh – qHTS Assay for Inhibitors of the Phosphatase Activity of Eya2; 0.006% of 330,000 active; Potency, µM (titrated, usually from 76.9 µM), for inactives: at the highest dose activity, negative = inhibition, actives largely listed as inhibitors; Protein phosphatase EYA2 (Homo sapiens), O00167; recombinant Eya2, OMFP fluorescence dephosphorylation (OMFP is methylfluorescein phosphate); AID 488837, 2010; also: potency is read from the fitted curve at half-maximal effect; % is scaled to controls: 0 for no effect and ±100 for the full control effect
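Eya2 protein (added as 0.2 uM solution) was preincubated with compound for 10 min at ambient temperature in 50 mM HEPES pH 7.5, 50 mM NaCl, 5 uM MgCl2, 0.05% BSA, 1 mM DTT. OMFP (added at 50 uM) then reacted 10 min; fluorescence read at 485/525 nm.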
USP2a inh – qHTS Assay for Inhibitors of Ubiquitin-specific Protease USP2a Using CHOP2 as the Reporter. Ubiquitin carboxyl-terminal hydrolase 2 (Homo sapiens), O75604. USP2 core, Ub-CHOP2 coupled fluorogenic reporter, 485/531. Potency, µM (top dose mostly 38.3 µM), for the others: at the top dose activity change, negative = inhibition, actives largely listed as inhibitors. 0.01% of 330,000 active. AID 463254, 2010;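 also: potency is read from the fitted curve at half-maximal effect; plate controls were DMSO wells for no effect and full inhibition by NEM control for full effect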
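Cell-free coupled assay: 10nM USP2 core preincubated 30min RT with compound in Tris-HCl pH 8.0/CaCl2/CHAPS buffer, then 25nM Ub-CHOP2 and 25nM reporter substrate; fluorescence (Ex 485/Em 531) read after 60min RT, normalized to NEM inhibition, concentration-response curves fitted.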
TRPV1 ag – HTS Assay for Compounds that Act as Agonists of the Vanilloid Receptor 1 | TRPV1-expressing cells, Fluo-8 calcium influx, agonist mode | activation, % at 8.33 µM | 0.19% of 320,000 active; in the data active = activation above about 80%; inconclusive = between about 30% and that limit; also: 0% is about no effect
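TRPV1-expressing cells were cultured overnight at 35.5C and loaded with Fluo-8 calcium dye for 40 to 90 min at room temperature. After a 10 s baseline, compound was added and calcium influx was read kinetically for 3 min (ex 480/em 520 nm).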
B2AR arrestin – qHTS assay of beta-arrestin-biased ligands of beta2-adrenergic receptor | 0.02% of 330,000 active | Potency, µM (series often up to 46.1 µM), for the others: at the top dose activation, most hits filed as activators | Beta-2 adrenergic receptor (Homo sapiens), P07550 | beta-arrestin recruitment to beta2AR, cell-based reporter;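 also: potency is read from the fitted curve at half-maximal effect; 0% = DMSO controls and full agonism = EC100 isoproterenol or metaproterenol; nearly all actives have a fitted effect of over 65% in size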
Target sequence (P07550 whole entry, looked up): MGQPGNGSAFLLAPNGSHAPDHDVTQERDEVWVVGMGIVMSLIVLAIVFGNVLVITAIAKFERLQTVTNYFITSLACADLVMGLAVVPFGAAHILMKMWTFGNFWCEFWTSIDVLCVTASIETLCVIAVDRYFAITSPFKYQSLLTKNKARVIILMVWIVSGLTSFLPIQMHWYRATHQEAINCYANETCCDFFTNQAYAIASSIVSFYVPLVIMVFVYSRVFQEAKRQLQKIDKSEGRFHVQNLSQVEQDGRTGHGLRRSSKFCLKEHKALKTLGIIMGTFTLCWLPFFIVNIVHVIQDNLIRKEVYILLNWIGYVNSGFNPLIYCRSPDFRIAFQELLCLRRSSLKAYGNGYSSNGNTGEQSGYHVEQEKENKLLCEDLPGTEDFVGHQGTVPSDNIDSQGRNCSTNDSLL
uPA surface inh – qHTS for Inhibitors of Cell Surface uPA Generation; cell surface uPA generation assay, qHTS; Potency, µM (series often up to 38.3 µM), for inactives: at the highest dose activity change, negative = inhibition, usual class: inhibitors; 0.31% of 330,000 active; AID 540303, 2011; active = well fitted inhibition curve with a large enough effect; inconclusive = small, poorly fitted or top-dose-only effect; inactive = no such curve, though single readings can be large or run the other way; tested in mouse RAW 264.7 cells; also: potency is read from the fitted curve at half-maximal effect; % is scaled to controls: 0 for no effect and ±100 for the full control effect; nearly all actives have a fitted effect of over 55% in size
The depositor's hits bear a star; i = inactive; u = inconclusive; x = no result given; & = joins results of further samples; [ ] = remark or other dose. Unless noted, calls follow the shape of the dose curve; as a rule, active = well fitted curve in the direction sought with a large enough effect; inconclusive = small, poorly fitted or top-dose-only effect, or another doubt; inactive = no such curve, though single readings can be large; an effect the other way counts as inactive or inconclusive.

1. COc1ccc(CC2NCCC3=CC(=O)CCC32)cc1O (stereo not given)
2. O=C(O)c1ccc(-c2noc(-c3ccccc3C(F)(F)F)n2)cc1
3. O=C(O)c1ccc(-c2noc(-c3ccccc3F)n2)cc1
4. O=C(O)c1ccc(-c2noc(-c3ccc(F)cc3)n2)cc1
5. CCOc1ccc(CNS(=O)(=O)c2ccc(-c3coc(C)n3)cc2)cc1
6. CCCCn1c(C)cc2c(c1=O)C1O[C@](CCCC)(Cc3cc(C#N)ccc31)O2
7. COc1ccc([C@]23Cc4ccccc4C(O2)c2c(cc(-c4ccccc4)oc2=O)O3)cc1
8. CCOc1cccc2cc(-c3nc4ccc(C(=O)O)cc4[nH]3)c(=O)oc12
Assay by compound	1	2	3	4	5	6	7	8
ASM inhibitor	13.6%	6.8%	6.5%	2.9%	x	x	x	x
BRCA1 expr up	4.2%	u	-4.6%	u	x	x	x	x
Eya2 phos inh	x	x	x	x	-14.7%	-1.8%[15.4 µM]	-6.1%[15.4 µM]	-17.6%
USP2a inh	x	x	x	x	-0.3%	-6.8%[7.66 µM]	-2.2%[7.66 µM]	-0.1%
TRPV1 ag	x	x	x	x	0.1	i	i	-3.0
B2AR arrestin	x	x	x	x	-0.4%	-0.9%[9.22 µM]	0.4%[9.22 µM]	-0.2%
uPA surface inh	-3.2%	12.9%	-28.7%	-11.8%	x	x	x	x

The closing two entries of the section before lead into the next:
7. COc1ccc([C@]23Cc4ccccc4C(O2)c2c(cc(-c4ccccc4)oc2=O)O3)cc1
8. CCOc1cccc2cc(-c3nc4ccc(C(=O)O)cc4[nH]3)c(=O)oc12
9. O=C1C2=C(C(=O)c3ccccc31)C1O[C@](CCCCN3C(=O)c4ccccc4C3=O)(Cc3c1ccc1ccccc31)O2
10. Cc1nc(C)c(C)nc1C
11. COc1cc2c(cc1OC)C1O[C@](c3ccsc3)(C2)Oc2cc(C)n(Cc3ccccc3)c(=O)c21
12. COc1cc2c(cc1OC)[C@@H]1O[C@](c3ccsc3)(C2)Oc2cc(C)n(-c3ccccc3)c(=O)c21
13. O=C(CSc1nnc2ccc3ccccc3n12)c1ccc(F)cc1
14. CCCC[C@]12Cc3cc(C#N)ccc3C(O1)c1c(c3cc(F)ccc3oc1=O)O2
15. COc1ccc([C@]23Cc4cc(C#N)ccc4C(O2)C2=C(CC4(CCCCC4)OC2=O)O3)cc1
16. Cc1cccn2c(=O)cc(CSc3nnc(NC(=O)COc4ccccc4)s3)nc12
Assay by compound	7	8	9	10	11	12	13	14	15	16
ASM inhibitor	x	x	x	x	x	x	x	x	x	x
BRCA1 expr up	x	x	x	x	x	x	x	x	x	x
Eya2 phos inh	-6.1%[15.4 µM]	-17.6%	-4.8%[15.4 µM]	3.2%	6.0%[15.4 µM]	6.1%[15.4 µM]	-19.0%	1.2%[15.4 µM]	14.3%[15.4 µM]	-20.3%
USP2a inh	-2.2%[7.66 µM]	-0.1%	-7.8%[7.66 µM]	5.5%	-1.7%[7.66 µM]	-0.4%[7.66 µM]	0.0%	-6.0%[7.66 µM]	-0.7%[7.66 µM]	-1.5%
TRPV1 ag	i	-3.0	i	0.7	i	i	15.3	i	i	0.0
B2AR arrestin	0.4%[9.22 µM]	-0.2%	0.5%[9.22 µM]	-0.4%	0.5%[9.22 µM]	-0.2%[9.22 µM]	-0.2%	-0.3%[9.22 µM]	-0.3%[9.22 µM]	0.5%
uPA surface inh	x	x	x	x	x	x	x	x	x	x

Some of these compounds in order of count of non-hydrogen atoms, high to low:
11. COc1cc2c(cc1OC)C1O[C@](c3ccsc3)(C2)Oc2cc(C)n(Cc3ccccc3)c(=O)c21
15. COc1ccc([C@]23Cc4cc(C#N)ccc4C(O2)C2=C(CC4(CCCCC4)OC2=O)O3)cc1
14. CCCC[C@]12Cc3cc(C#N)ccc3C(O1)c1c(c3cc(F)ccc3oc1=O)O2
Assay by compound	11	15	14
ASM inhibitor	x	x	x
BRCA1 expr up	x	x	x
Eya2 phos inh	6.0%[15.4 µM]	14.3%[15.4 µM]	1.2%[15.4 µM]
USP2a inh	-1.7%[7.66 µM]	-0.7%[7.66 µM]	-6.0%[7.66 µM]
TRPV1 ag	i	i	i
B2AR arrestin	0.5%[9.22 µM]	-0.3%[9.22 µM]	-0.3%[9.22 µM]
uPA surface inh	x	x	x

Continued.
17. O=C1[C@H](CC[C@H](O)c2ccc(F)cc2)[C@@H](c2ccc(O)cc2)N1c1ccc(F)cc1
18. COCCN1C(=S)N[C@@H](c2ccccc2)C(C(=O)OC)=C1C
19. Cc1cc2c(c(=O)o1)C1O[C@](CCCCN3C(=O)c4ccccc4C3=O)(Cc3cc(C#N)ccc31)O2
20. COc1ccc(CCNC(=O)Cn2nc(C)c3c(C)n(-c4ccc(C)cc4)nc3c2=O)c(OC)c1
21. Cc1ccc(C(=O)Nc2ccc(C(=O)OCc3cc(=O)n4ccsc4n3)cc2)cc1
22. COC(=O)Nc1nc2ccc(C(=O)c3ccc(F)cc3)cc2[nH]1
23. CC(=O)OCC(CCn1cnc2cnc(N)nc21)COC(C)=O
24. CCCC[C@]12Cc3cc(OC)c(OC)cc3C(O1)C1=C(CC3(CCCCC3)OC1=O)O2
Assay by compound	17	18	19	20	21	22	23	24
ASM inhibitor	x	x	x	x	x	x	x	x
BRCA1 expr up	x	x	x	x	x	x	x	x
Eya2 phos inh	5.9%	10.7%	0.2%[15.4 µM]	-8.1%	4.3%	8.4%	-1.4%	-7.9%[15.4 µM]
USP2a inh	0.2%	0.1%	2.7%[7.66 µM]	-1.0%	2.3%	5.4%	2.8%	0.6%[7.66 µM]
TRPV1 ag	11.5	-0.3	i	-3.5	-2.3	1.7	-1.4	i
B2AR arrestin	0.4%	0.2%	-0.2%[9.22 µM]	-0.5%	-0.2%	-0.1%	-0.2%	0.1%[9.22 µM]
uPA surface inh	x	x	x	x	x	x	x	x

25. Nc1c2c(nc3c1CCC3)CCCC2
26. N#Cc1ccc2c(c1)C[C@]1(c3ccsc3)OC3=C(C(=O)OC4(CCCCC4)C3)C2O1
27. COc1ccc2c3c(c(=O)oc2c1)C1O[C@](c2ccsc2)(Cc2ccccc21)O3
28. COc1cc(C(=O)NS(=O)(=O)c2ccccc2C)ccc1Cc1cn(C)c2ccc(NC(=O)OC3CCCC3)cc12
29. COc1cc2c(cc1OC)C1O[C@](CCCCN3C(=O)c4ccccc4C3=O)(C2)OC2=C1C(=O)c1ccccc1C2=O
30. COc1cc2c(cc1OC)C1O[C@](CCCCN3C(=O)c4ccccc4C3=O)(C2)Oc2cc(C)n(Cc3ccccc3)c(=O)c21
31. C[C@H]1O[C@H](O[C@H]2[C@H](O)[C@@H](O)[C@@H](O[C@H]3[C@H](O)[C@@H](O)C(O)O[C@@H]3CO)O[C@@H]2CO)[C@H](O)[C@@H](O)[C@@H]1N[C@H]1C=C(CO)[C@@H](O)[C@H](O)[C@H]1O (stereo not given in full)
32. O=C1Cc2cc(CCN3CCN(c4nsc5ccccc45)CC3)c(Cl)cc2N1
Assay by compound	25	26	27	28	29	30	31	32
ASM inhibitor	x	x	x	x	x	x	x	x
BRCA1 expr up	x	x	x	x	x	x	x	x
Eya2 phos inh	1.5%	3.2%[15.4 µM]	-5.7%[15.4 µM]	-5.2%	2.2%[15.4 µM]	-5.9%[15.4 µM]	3.8%	-4.0%&-2.1%
USP2a inh	12.9%	-3.8%[7.66 µM]	0.3%[7.66 µM]	-17.4%	-6.6%[7.66 µM]	-0.4%[7.66 µM]	2.9%	-6.4%
TRPV1 ag	-4.8	i	i	7.7	u	i	-2.3	-1.4
B2AR arrestin	-1.4%	-0.3%[9.22 µM]	0.2%[9.22 µM]	-0.7%	-0.8%[9.22 µM]	-0.3%[9.22 µM]	-0.3%	-0.2%
uPA surface inh	x	x	x	x	x	x	x	x

33. Cn1nnc2c(C(N)=O)ncn2c1=O
34. Cn1c(-n2cccc2)c(-c2c(-c3ccccc3)[nH]c3c2c(=O)[nH]c(=O)n3C)c(=O)[nH]c1=O
35. COc1cc2c(cc1OC)C1O[C@](CCCCN3C(=O)c4ccccc4C3=O)(C2)Oc2c1c(=O)oc1ccc(F)cc21
36. O=C(c1ccc(F)cc1)C1CCN(CCn2c(=S)[nH]c3ccccc3c2=O)CC1
37. COc1ccc([C@]23Cc4cc(C#N)ccc4C(O2)c2c(c4ccc(OC)cc4oc2=O)O3)cc1
38. Cc1cc2c(c(=O)n1Cc1ccccc1)C1O[C@](CCCCN3C(=O)c4ccccc4C3=O)(Cc3cc(C#N)ccc31)O2
39. CCc1ccccc1Nc1nn2c(=O)c3ccc(C(=O)NCc4cccs4)cc3nc2s1
40. Cc1cccc(C(=O)Nc2ccc(N3CCC(CCN4CCOCC4)CC3)c(C(=O)O)c2)c1
Assay by compound	33	34	35	36	37	38	39	40
ASM inhibitor	x	x	x	x	x	x	x	x
BRCA1 expr up	x	x	x	x	x	x	x	x
Eya2 phos inh	2.4%	-7.1%	10.2%[15.4 µM]	-0.6%	3.9%[15.4 µM]	10.0%[15.4 µM]	3.5%	4.6%
USP2a inh	7.8%	-0.2%	-3.2%[7.66 µM]	-3.0%	0.4%[7.66 µM]	0.9%[7.66 µM]	-1.6%	-1.9%
TRPV1 ag	2.0	2.2	i	-12.4	i	i	5.1	5.3
B2AR arrestin	-0.2%	-0.4%	0.0%[9.22 µM]	5.9%	-1.1%[9.22 µM]	-0.2%[9.22 µM]	-0.3%	0.4%
uPA surface inh	x	x	x	x	x	x	x	x

41. COc1cc2c(cc1OC)C1O[C@](c3ccsc3)(C2)OC2=C1C(=O)CC(C)(C)C2
42. CCCC[C@]12Cc3cc(C#N)ccc3C(O1)c1c(cc(C)n(-c3ccccc3)c1=O)O2
43. COc1ccc([C@]23Cc4cc(C#N)ccc4[C@H](O2)c2c(cc(C)n(Cc4ccccc4)c2=O)O3)cc1
44. CCN1C(=NCC(C)C)N[C@@H](c2ccccc2)[C@H](C(=O)OC)[C@H]1C
45. Cc1ccccc1NS(=O)(=O)c1ccc2[nH]cc(C(=O)NC3CCCCC3)c(=O)c2c1
Assay by compound	41	42	43	44	45
ASM inhibitor	x	x	x	x	x
BRCA1 expr up	x	x	x	x	x
Eya2 phos inh	-2.8%[15.4 µM]	-3.2%[15.4 µM]	-7.7%[15.4 µM]	8.9%	-0.2%
USP2a inh	-0.3%[7.66 µM]	-2.2%[7.66 µM]	0.8%[7.66 µM]	-0.2%	3.7%
TRPV1 ag	i	i	i	-0.3	9.7
B2AR arrestin	-0.9%[9.22 µM]	-0.6%[9.22 µM]	-0.3%[9.22 µM]	-0.1%	0.0%
uPA surface inh	x	x	x	x	x

The list is partial; the hit share may differ from the screen's.
